# IL-2 act: activates IL-2 in a cell-based reporter assay; activation, % (series mostly up to about 46 µM); IL-2 activation reporter assay, cell-based qHTS; stimulated with anti-CD3/CD4/CD28 beads; in transgenic mouse T cells; AID 652025; 0.065% of 360,000 active; in the data active = activation above about 50%; note: 0% is about no effect
#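 First, unstimulated transgenic mouse T cells were exposed to compound for 60 min. Next, anti-CD3/anti-CD4-coated beads with anti-CD28 were added. Finally, after 18 h at 37 degrees C, EGFP and DsRed were imaged.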
# PLK1 PBD block: PLK1 (human) polo-box domain binding inhibition; 2.8% of 360,000 active; Potency, µM, without a hit: max response, negative = inhibition, hits mostly inhibitors; Plk1 PBD binding of FITC phosphopeptide, fluorescence polarization; P53350; AID 720504; note: potency is the fitted concentration of half-maximal effect; series mostly up to about 57 µM; % is set by controls: 0 for no effect and ±100 for the full control effect; nearly all actives have a fitted effect of over 65% in size
# Target sequence (P53350 whole entry, looked up, the tested form may be a part): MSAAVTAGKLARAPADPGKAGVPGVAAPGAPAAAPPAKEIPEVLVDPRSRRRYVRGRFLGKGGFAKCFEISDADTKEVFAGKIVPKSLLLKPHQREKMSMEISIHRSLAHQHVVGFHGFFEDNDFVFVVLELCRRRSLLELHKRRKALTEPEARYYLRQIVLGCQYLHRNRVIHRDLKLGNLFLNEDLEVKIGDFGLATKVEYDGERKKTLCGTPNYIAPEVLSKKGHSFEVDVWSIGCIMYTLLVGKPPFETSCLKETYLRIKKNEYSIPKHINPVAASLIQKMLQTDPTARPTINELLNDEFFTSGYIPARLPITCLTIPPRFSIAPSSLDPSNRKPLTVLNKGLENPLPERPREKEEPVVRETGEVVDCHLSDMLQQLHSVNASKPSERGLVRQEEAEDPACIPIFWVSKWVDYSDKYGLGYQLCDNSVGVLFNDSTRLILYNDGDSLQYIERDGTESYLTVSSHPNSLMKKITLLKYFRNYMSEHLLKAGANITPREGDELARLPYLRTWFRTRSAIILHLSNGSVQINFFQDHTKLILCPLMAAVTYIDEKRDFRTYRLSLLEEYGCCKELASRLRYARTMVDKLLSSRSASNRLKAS
# EPAC1 antag: blocks human EPAC1 exchange factor. EPAC1 GEF assay, Rap1b-BODIPY-GDP exchange fluorescence. Potency, µM (series often up to 115 µM), without a hit: top-dose activity change, negative = inhibition, actives largely listed as inhibitors. 0.14% of 360,000 active. O95398. AID 720709;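 note: potency is the fitted concentration of half-maximal effect; plate controls were vehicle for no effect and positive control for full effect; nearly all actives have a fitted effect of over 50% in size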
# EPAC2 ag: activates human EPAC2 exchange factor; Q8WZA2; EPAC2 activation, biochemical qHTS; response scale: 100% = 6.5 mM cAMP response; Potency, µM (series often up to 154 µM), without a hit: at the highest dose activation, actives largely listed as activators; 0.079% of 360,000 active; AID 720711; note: potency is the fitted concentration of half-maximal effect; nearly all actives have a fitted effect of over 50% in size
#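 Setup: EPAC2 100 nM, labeled Rap1B complex 250 nM, free GDP 50 uM. Compound titrations pinned in, brief spin, 5 min room temperature incubation. Kinetic fluorescence read over 30 min, normalized to 6.5 mM cAMP.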
# WRN inhibitor: WRN helicase (human) inhibition. 0.46% of 360,000 active. WRN helicase unwinding, fluorescent forked duplex, kinetic. Potency, µM (series often up to 114 µM), for the others: top-dose activity change, negative = inhibition, actives largely listed as inhibitors; note: potency is the fitted concentration of half-maximal effect; % is set by controls: 0 for no effect and ±100 for the full control effect; nearly all actives have a fitted effect of over 55% in size
#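 Kinetic red-fluorescence monitoring (525/598 nm) tracks WRN helicase activity after 100 nM fluorophore-quencher forked duplex and 2 mM ATP are added to 20 nM enzyme pretreated 15 min at room temperature with compound.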
# EPAC1 ag: activates human EPAC1 exchange factor. 0.073% of 360,000 active. EPAC1 agonist qHTS, biochemical assay; response scale: 100% = response to 6.5 mM cAMP. AID 720707. O95398. Potency, µM (highest dose often 154 µM), without a hit: at the top dose activation, actives largely listed as activators; note: potency is the fitted concentration of half-maximal effect; nearly all actives have a fitted effect of over 60% in size
#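 EPAC1 100 nM, Rap1B–BODIPY-GDP 250 nM, unlabeled GDP 50 uM; compound titration; 5 min RT; kinetic read ex480/em540 at 5-min intervals ×30 min; data normalized to 6.5 mM cAMP agonist control.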
# PI5P4K alpha inh: PI5P4K alpha (human) kinase inhibition. PI5P4Kalpha enzyme, ADP-Glo luminescence, 60 min; hits give low values. AID 652105. max response, %. 1.2% of 330,000 active; active = max response of -50% or lower; note: value at the top dose of about 77 µM; % is set by controls: 0 for no effect and ±100 for the full control effect
# Target sequence (P48426 whole entry, looked up): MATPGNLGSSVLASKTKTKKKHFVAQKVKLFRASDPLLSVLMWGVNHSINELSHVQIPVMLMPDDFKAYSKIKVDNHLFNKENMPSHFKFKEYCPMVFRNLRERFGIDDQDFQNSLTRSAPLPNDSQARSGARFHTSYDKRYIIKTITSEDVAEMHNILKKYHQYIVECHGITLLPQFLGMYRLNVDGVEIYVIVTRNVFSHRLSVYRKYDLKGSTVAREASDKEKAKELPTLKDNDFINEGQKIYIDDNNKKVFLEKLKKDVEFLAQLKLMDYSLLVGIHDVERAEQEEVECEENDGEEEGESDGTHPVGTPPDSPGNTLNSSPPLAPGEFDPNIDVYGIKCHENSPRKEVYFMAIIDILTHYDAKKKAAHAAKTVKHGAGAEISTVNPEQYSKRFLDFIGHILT
#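 Compounds were pin-transferred onto PI5P4Kalpha and substrate in HEPES pH 7.4 buffer with EGTA, CHAPS and 5% DMSO. ATP (5 microM final) started the reaction, which ran 60 minutes at room temperature before ADP-Glo detection.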
# CCT chaperon mod: cytosolic chaperonin activity modulation. activity change, % (no concentration beside the values), hits read low. purified chaperonin ATPase assay, HTRF ADP detection, 30 min. 0.3% of 360,000 active; in the data active = activity change below about -30%; note: % is set by controls: 0 for no effect and ±100 for the full control effect
#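 Enzyme 40 or 20 nM (batch-dependent) in Tris pH 7.4/KCl/MgCl2/DTT; cpd 76 uM single point; ATP 10 uM; 30 min 37 °C; Transcreener ADP HTRF detection, 30 min RT; ratio 665/615.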
# Numbers without * were called inactive; / = not tested or not shown; [ ] = remark or other dose. Unless noted, calls come from the whole dose curve; as a rule, active = well fitted curve in the direction sought with a large enough effect; inconclusive = small, poorly fitted or top-dose-only effect, or another doubt; inactive = no such curve, though single readings can be large; an effect the other way counts as inactive or inconclusive. The list is partial, so the mix of outcomes need not match the whole.
# Results follow in this order: IL-2 act	PLK1 PBD block	EPAC1 antag	EPAC2 ag	WRN inhibitor	EPAC1 ag	PI5P4K alpha inh	CCT chaperon mod
O=C(CCC(=O)Nc1ccc(F)cc1)N/N=C/c1cccc(Br)c1
→ 1.0	3.4%	-9.9%	2.8%	-0.3%	1.2%	2.8	-1.9
COc1ccc(NC(C)=O)cc1NC(=O)C1CCN(C(=O)Nc2ccccc2)CC1
→ 1.4	-1.8%	5.5%	-5.1%	-5.3%	13.4%	4.2	0.2
Cc1ccc(OCCCC(=O)Nc2cc(Cl)ccc2-n2cncn2)cc1
→ -1.0	-4.5%	-8.0%	3.2%	-4.4%	-0.7%	5.1	-3.1
O=C(Oc1cccc(N2C(=O)CCC2=O)c1)c1ccccc1
→ -0.8	-7.1%	15.9%	7.5%	-2.9%	4.4%	-2.5	0.9
CC1(C(=O)NS(=O)(=O)c2ccc(C#N)cc2)CCN1C(=O)CC1CC1 (centres undefined)
→ -0.3	3.4%	1.5%	3.2%	4.8%	-4.7%	2.1	-2.3
CCOC(=O)N1CCN(C(=O)COC(=O)c2cc(Cl)c(O)c(Cl)c2)CC1
→ 8.0	2.6%	-1.5%	-0.5%	-15.3%	2.9%	-22.1	0.0
Cc1ccc(C(=O)Nc2cccc(-c3ccc(N4CCOCC4)nn3)c2)cc1[N+](=O)[O-]
→ -4.5	-7.4%	5.4%	9.8%	-22.1%	-2.9%	-0.1	1.1
COc1cc(/C=N/Nc2nc3ccccc3s2)ccc1OC(=O)c1ccccc1F
→ -2.4	-1.9%	-5.1%	13.0%	-10.3%	6.6%	-8.1	-0.7
COc1ccc2[nH]c3nc(SCC(=O)NNC(=O)c4ccc(OC)c(OC)c4)nnc3c2c1
→ 0.8	-0.2%	-1.3%	3.4%	-34.2%	-8.3%	/	0.1
CC(C)N(C(=O)CSc1nnc(-c2ccc3c(c2)OCO3)n1C)C(C)C
→ 1.5	2.1%	-8.4%	-3.3%	-5.4%	1.6%	5.6	1.2
COc1cc2sc(NC(=O)c3ccco3)nc2cc1Cl
→ -0.5	-5.1%	-17.2%	9.9%	-7.8%	5.0%	-1.5	-0.6
CN(CC(=O)Nc1cccc(S(=O)(=O)N2CCCCC2)c1)Cc1ccc(F)cc1
→ -0.9	3.9%	-16.7%	8.5%	-6.1%	1.1%	7.4	2.5
COC(=O)c1cccc(OCC(O)Cn2cnc3cc(C)c(C)cc32)c1 (centres undefined)
→ -1.1	-4.5%	-17.3%	3.6%	-16.9%	0.3%	/	1.3
O=C(COC(=O)c1ccc(O)cc1)Nc1cc(S(=O)(=O)N2CCOCC2)ccc1Cl
→ -0.4	-12.5%	-9.1%	-0.5%	-8.0%	-0.1%	1.9	-0.4
CC(NC(=O)COC(=O)CNC(=O)c1ccc(-c2ccccc2)cc1)c1ccccc1 (centres undefined)
→ 4.6	-7.3%	1.1%	3.2%	3.1%	3.7%	15.7	-1.6
COc1ccccc1NC(=O)NC1(C(=O)N2CCC(O)CC2)CCCCC1
→ 0.9	-3.0%	-16.1%	0.5%	8.8%	-3.4%	6.1	0.2
Cn1c(=O)c2c(nc(Br)n2CC(=O)c2cccs2)n(C)c1=O
→ 0.5	-14.1%	6.8%	8.0%	-37.0%[57.1 µM]	10.5%	0.6	0.1
CCOC(=O)c1c(C)[nH]c(C(=O)OC)c1CCC(=O)OC
→ -0.4	5.1%	-15.3%	3.8%	-2.0%	3.4%	5.3	0.1
CSCCC(NC(=O)c1ccc(Cl)cc1)C(=O)NC(C)(C)C (centres undefined)
→ -1.4	-6.4%	18.6%	5.0%	-2.3%	3.0%	/	-1.9
COc1ccc(NC(=O)C(c2ccccc2)c2ccccc2)c(OC)c1
→ -4.1	-10.2%	-17.8%	25.9%	-5.3%	7.9%	-5.0	-1.6

# By substructure, the entries above with an aryl thioether with sulfur outside any ring.
# Results follow in this order: IL-2 act	PLK1 PBD block	EPAC1 antag	EPAC2 ag	WRN inhibitor	EPAC1 ag	PI5P4K alpha inh	CCT chaperon mod
COc1ccc2[nH]c3nc(SCC(=O)NNC(=O)c4ccc(OC)c(OC)c4)nnc3c2c1
→ 0.8	-0.2%	-1.3%	3.4%	-34.2%	-8.3%	/	0.1
CC(C)N(C(=O)CSc1nnc(-c2ccc3c(c2)OCO3)n1C)C(C)C
→ 1.5	2.1%	-8.4%	-3.3%	-5.4%	1.6%	5.6	1.2

# Later entries:
# Results follow in this order: IL-2 act	PLK1 PBD block	EPAC1 antag	EPAC2 ag	WRN inhibitor	EPAC1 ag	PI5P4K alpha inh	CCT chaperon mod
Cc1ccc2cc3c(NC(=O)c4ccco4)nn(CC(C)C)c3nc2c1
→ 1.6	-0.7%	3.3%	0.0%[15.6 µM]	-1.3%	-0.5%	-0.8	-19.3
COc1ccc(C(=O)NCC23C=CC(O2)C2C(=O)N(Cc4ccccc4)C(=O)C23)cc1 (centres undefined)
→ -1.5	-2.5%	-3.3%	-7.0%	5.0%	-2.0%	/	-1.7
CN=C1S/C(=C\c2cc(C)n(-c3ccccc3F)c2C)C(=O)N1C
→ -3.4	0.2%	8.6%	16.4%	-4.8%	2.9%	/	-1.5
O=C1N=C(N2CCCCC2)S/C1=C\c1cn[nH]c1-c1ccccc1
→ -1.1	2.8%	-6.7%	1.7%	-19.8%	-1.0%	1.1	-0.8
COc1ccccc1CNC(=O)COC(=O)c1ccc(C)c(S(=O)(=O)N2CCOCC2)c1
→ -2.7	4.7%	5.8%	1.3%	-1.1%	-5.0%	-2.2	-1.1
O=C(CCN1CCN(c2ccccc2)CC1)N/N=C/c1ccc(O)c(O)c1O
→ -0.2	10.6µM*	79.4µM*	5.1%	39.8µM*	6.3%	-68.8*	-4.7
C/C=C(/C)C(=O)O[C@@H]1c2c(ccc3ccc(=O)oc23)OC(C)(C)[C@@H]1OC(C)=O
→ 0.3	-18.8%	-15.5%	-0.6%	-5.8%	-17.5%	-4.0	1.1
O=C1N/C(=C/c2ccc(Br)s2)C(=O)N1c1ccccc1
→ -2.7	-3.2%	-18.2%	5.6%	-9.8%	11.6%	2.9	-3.6
CCC(=O)Oc1ccc(C(CC)C(CC)c2ccc(OC(=O)CC)cc2)cc1 (centres undefined)
→ -0.1	-8.8%	3.7%	0.6%	6.3%	-17.1%	9.0	-0.5
O=C(O)c1cc(S(=O)(=O)Nc2ccc3cn[nH]c3c2)ccc1Br
→ 0.5	-16.9%	8.4%	14.0%	-11.2%	4.6%	-19.2	2.4
CCOC(=O)c1c(-c2cc(OC)c(OC)c(OC)c2)csc1N
→ -3.3	-1.6%	-10.6%	0.9%	6.4%	8.9%	-5.4	1.1
Cc1nn(C(C)C(=O)NCC2CCCO2)c(C)c1[N+](=O)[O-] (centres undefined)
→ 0.4	-2.1%	6.0%	-4.2%	0.2%	-9.6%	1.5	0.1
COc1ccccc1C(=O)Nc1nnc(S(=O)(=O)N2CCOCC2)s1
→ -1.5	0.2%	1.2%	-5.7%	-2.3%	-0.4%	2.2	-4.7
COCCNC(=S)N/N=C(\C)c1ccccc1O
→ -0.6	-18.9%	24.2%	-0.5%	5.1%	5.5%	-8.1	-2.2
COc1ccc(S(=O)(=O)N2CCCCCC2)cc1NC(=O)CCc1cc(OC)c(OC)c(OC)c1
→ -0.4	-6.5%	-13.9%	14.7%	-1.6%	15.7%	3.6	1.0
CCC(N)C12CC3CC(CC(O)(C3)C1)C2 (centres undefined)
→ -0.1	3.0%	5.2%	10.6%	-1.8%	-4.5%	10.1	-2.9
CCOC(=O)c1sc(NC(=O)CSc2nnc(C(C)C)n2C)nc1C
→ -1.6	0.0%	4.8%	2.5%	3.4%	-1.1%	/	-0.6
CCOC(=O)CN1C(=O)N[C@@H](c2cccs2)C(C(=O)OC)=C1C
→ -0.8	-0.6%	18.4%	0.3%	3.6%	-23.8%	-1.5	-1.4
CCC(=O)N1CCN(c2ccc(Cl)cc2NC(=O)Cc2ccc(Cl)cc2)CC1
→ -1.9	-9.8%	-15.1%	18.8%	-5.0%	27.0%	/	-3.6
C[C@H](CO)N1C[C@H](C)[C@@H](CN(C)S(=O)(=O)c2cccs2)Oc2c(NC(=O)NC3CCCCC3)cccc2C1=O
→ 1.5	-1.9%	-7.9%	0.7%	8.5%	-12.6%	0.3	-0.1

# (continued)
# Results follow in this order: IL-2 act	PLK1 PBD block	EPAC1 antag	EPAC2 ag	WRN inhibitor	EPAC1 ag	PI5P4K alpha inh	CCT chaperon mod
O=C(O)c1c(NC(=O)N2CCOCC2)sc2c1CCCC2
→ 0.0	-11.2%	-12.0%	3.1%	0.4%	-9.9%	-1.0	-1.3
CCCOc1ccc(-c2c(C(=O)N/N=C/c3ccsc3)nnn2-c2nonc2N)cc1
→ 1.0	2.7%	-1.3%	2.3%	-2.8%	6.5%	5.4	-2.7
CN(C)c1ccc(S(=O)(=O)N2CCCCC2)cc1NC(=O)CCNC(=O)c1ccco1
→ 1.2	-14.6%	-8.8%	12.8%	-4.3%	9.4%	-0.2	1.0
COc1cccc(C=Nc2cc(C)on2)c1O
→ -1.2	-25.3%	-7.2%	0.6%	-4.0%	0.6%	-5.4	-0.7
Clc1ccc(-c2nnc(CNC3CC3)o2)cc1
→ 1.7	-10.0%	-0.2%	-17.5%	0.4%	-6.7%	9.3	1.3
CN1CCC(OC(c2ccccc2)c2ccccc2)CC1
→ 0.7	9.0%	0.1%	4.4%	1.2%	-5.0%	12.6	0.7
CSc1ncccc1C(=O)OCC(=O)NCCCc1ccccc1
→ 1.9	2.0%	-2.7%	-0.8%	4.0%	-4.4%	2.9	-0.6
Cc1cc(C)c(S(C)(=O)=O)c(N(C)N)n1
→ -2.1	-4.3%	-10.9%	10.1%	3.8%	1.3%	-4.7	-0.6
CSc1nc2ccc3nc(NC(=O)C4COc5ccccc5O4)sc3c2s1 (centres undefined)
→ 1.8	-8.9%	-7.4%	9.4%	-4.7%	0.4%	1.8	-17.5
CCOC(=O)C1CCN(c2ncnc3c2cnn3-c2ccc(OC)cc2)CC1
→ -0.7	-7.1%	-8.9%	12.8%	-19.5%	3.9%	/	-0.1
Cc1ccc(OCC(=O)Nc2ccc(NC(=O)c3cccs3)cc2)c(C)c1
→ -0.8	-8.1%	-6.5%	7.2%	-6.6%	4.6%	10.8	-1.4
CCCCN(C(=O)/C=C/c1ccc(OCC(C)C)c(OCC)c1)c1c(N)n(CCC)c(=O)[nH]c1=O
→ -0.1	-1.7%	6.3%	-3.1%	1.7%	-0.2%	-6.5	-0.3
COc1ccccc1OCCC(=O)OCC(=O)Nc1ccc(S(=O)(=O)N2CCOCC2)cc1
→ 3.6	-2.7%	-8.0%	-2.3%	3.6%	-3.6%	6.6	-1.4
